Screening results deposited in PubChem BioAssay by Sanford-Burnham Center for Chemical Genomics.
mIAP block = blocks mouse intestinal alkaline phosphatase; 330,000 tested, 0.2% active; inhibition, % at 10 µM; purified mouse IAP, CDP-Star luminescence, 30 min;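 active means inhibition of at least 40% at 10 µM in the primary screen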;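 further: plate controls were DMSO with enzyme for no effect and no enzyme wells for full effect; values of inactives mirror those of a sister screen read the other way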
mIAP act = mouse IAP activation; muIAP, CDP-Star luminescence, 30 min; hits give high values; 1 = vehicle-only enzyme signal, 0 = enzyme-free wells; AID 2805; 330,000 tested, 0.24% active; activation factor at 10 µM;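 active means activation factor of at least 2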; further: the source names both 10 and 20 µM as test concentration; values of inactives mirror those of a sister screen read the other way
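System: mouse IAP enzyme. Reagent: CDP-Star chemiluminescent phosphatase substrate. Benchmarks: DMSO wells, no-enzyme wells. Times: 30 min enzyme-substrate-compound incubation at room temperature. Detection: luminescence from enzymatic CDP-Star hydrolysis. Doses: test compounds delivered from DMSO solution.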
hIAP act = human IAP activation. purified human IAP, CDP-Star luminescence, 30 min; hits give high values; 1 = vehicle-only enzyme, 0 = enzyme-free background. activation factor at 10 µM. 330,000 tested, 0.16% active. AID 2524;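 active means activation factor of the enzyme at least 2-fold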; further: the source names both 10 and 20 µM as test concentration; values of inactives mirror those of a sister screen read the other way
A3A deaminase = blocks human APOBEC3A ssDNA deamination; AID 493011; 330,000 tested, 0.41% active; recombinant A3A, FAM/TAMRA ssDNA deamination fluorescence; inhibition, % at 20 µM;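 active means at least 40% inhibition at 20 µM here, with at most 30% in a related deaminase screen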;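 further: plate controls were A3A with DMSO for no effect and wells lacking A3A enzyme for full effect; some results filed as inactive read as strong as hits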
Target sequence (P31941 whole entry, looked up): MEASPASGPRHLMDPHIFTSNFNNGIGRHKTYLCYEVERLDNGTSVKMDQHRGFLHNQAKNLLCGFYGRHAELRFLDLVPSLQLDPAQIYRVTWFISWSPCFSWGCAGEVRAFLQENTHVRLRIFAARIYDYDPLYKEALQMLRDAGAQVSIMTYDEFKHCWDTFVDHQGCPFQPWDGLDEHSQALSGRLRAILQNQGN
NALP3 yeast inh = inhibitors of NALP3 inflammasome in yeast | Yeast reconstituted NLRP3/ASC/caspase-1, beta-gal luminescence, 24 h | inhibition, % at 10 µM | 330,000 tested, 0.39% active;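 active means inhibition of 50% or more; inactive means inhibition below 50%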;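 further: plate controls were induced DMSO wells for no effect and uninduced yeast grown without galactose for full effect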
A3G deaminase = APOBEC3G (human) deaminase inhibition. Q9HC16. recombinant A3G, ssDNA deamination FAM/TAMRA fluorescence. inhibition, % at 20 µM. 330,000 tested, 0.28% active. AID 493012;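 active means inhibition of at least 40% at 20 µM, with no more than 30% in the related APOBEC3A deaminase screen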;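 further: plate controls were DMSO wells with A3G for no effect and wells lacking A3G enzyme for full effect; some compounds called inactive have numbers as strong as hits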
Target sequence (Q9HC16 whole entry, looked up): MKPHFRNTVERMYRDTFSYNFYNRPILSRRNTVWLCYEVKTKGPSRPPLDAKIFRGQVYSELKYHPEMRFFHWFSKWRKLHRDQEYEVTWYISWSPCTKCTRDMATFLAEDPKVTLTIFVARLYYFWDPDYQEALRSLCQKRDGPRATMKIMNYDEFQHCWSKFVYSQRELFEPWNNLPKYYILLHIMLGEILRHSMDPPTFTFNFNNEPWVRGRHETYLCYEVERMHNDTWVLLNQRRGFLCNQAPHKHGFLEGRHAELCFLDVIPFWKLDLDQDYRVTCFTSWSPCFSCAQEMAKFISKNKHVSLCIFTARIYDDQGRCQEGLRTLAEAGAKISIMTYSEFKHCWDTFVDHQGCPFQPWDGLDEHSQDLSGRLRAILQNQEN
beta cell repl = MIN6 beta-cell proliferation induction; MIN6 cells proliferation, ATPlite luminescence, 48 h; cells starved in 0.2% serum; 100% = growth in 10% serum; proliferation, % at 10 µM; 330,000 tested, 0.29% active; AID 2380;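 active means compounds whose signal lies at least 3.5 SD above the mean of all wells on their plate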;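 further: 0% = DMSO-treated cells in low-serum medium and 100% = 10% serum control; some compounds called inactive have numbers as strong as hits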
hIAP block = blocks human intestinal alkaline phosphatase; purified IAP, CDP-Star luminescence, 30 min; 330,000 tested, 0.12% active; inhibition, % at 10 µM; P09923; AID 2544;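 active means inhibition reaching a set limit with compound at 10 µM in the primary screen, cut at about 35% in these data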;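 further: plate controls were DMSO wells with enzyme for no effect and no-enzyme buffer wells for full effect; values of inactives mirror those of a sister screen read the other way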
SENP1 FRET inh = blocks the human SENP1 SUMO protease catalytic domain; Q9P0U3; recombinant SENP1 catalytic domain, CyPet-SUMO1-YPet FRET cleavage; inhibition, % at 10 µM; 360,000 tested, 0.21% active; AID 624204;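 active means inhibition at least 30% at 10 µM, raw YFP signal under a set limit, fluorescence ratio 0.5 to 1.5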;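 further: 0% = enzyme with DMSO and 100% = no enzyme wells; some results filed as inactive read as strong as hits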
Target sequence (Q9P0U3 419-644 limits assumed): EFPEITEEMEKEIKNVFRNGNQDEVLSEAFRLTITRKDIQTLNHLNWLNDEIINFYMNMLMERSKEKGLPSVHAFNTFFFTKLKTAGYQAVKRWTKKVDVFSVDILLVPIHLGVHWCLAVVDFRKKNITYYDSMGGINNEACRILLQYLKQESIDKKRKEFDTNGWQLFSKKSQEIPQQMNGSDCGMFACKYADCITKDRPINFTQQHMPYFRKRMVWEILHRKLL
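Controls: no-enzyme wells low, DMSO-plus-enzyme wells high control. Test system: human recombinant His6-tagged SENP1 catalytic domain enzyme. Reagent: SFCypet-SUMO1-SFYpet FRET protein substrate, 25 nM final. Doses: one dose per compound, 10 µM, 0.5% DMSO. Detection: FRET, CFP and YFP emission. Timing: 50 min reaction at room temperature.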
Starred values were filed as active, the others as inactive; nt = not tested or not shown.

SMILES	mIAP block	mIAP act	hIAP act	A3A deaminase	NALP3 yeast inh	A3G deaminase	beta cell repl	hIAP block	SENP1 FRET inh
CCOC(=O)c1ccccc1NC(=O)COC(=O)Cc1ccccc1F	12	0.88	1.1	-3	22	-10	-4	-8	1
CCOC(=O)c1cc(NC(=O)Nc2nccs2)c(C)nc1C	-6	1.1	1.2	3	28	3	0	-16	0
O=C(Nc1ccc(F)cc1F)c1cc(Cl)sc1Cl	5	0.95	0.83	-4	-11	-7	-1	16	1
CCCCCc1c(C)nc(SCC(=O)O)[nH]c1=O	6	0.94	1.2	-3	17	-8	-3	-17	1
COc1ccc2c(c1OC)C(=O)OC2Nc1nc(-c2cc3cc([N+](=O)[O-])ccc3oc2=O)cs1 (stereo not given)	19	0.81	1	0	24	-4	-1	-3	5
Cc1ccc(/C=N/N=C/c2ccc(C)s2)s1	6	0.94	0.95	2	19	0	0	4	1
CC1CN(C(=O)CCC(=O)NCc2ccccc2Cl)c2ccccc2S1 (stereo not given)	-6	1.1	1	-3	0	-11	0	-2	3
COc1ccccc1N1CCN(Cc2c[nH]c3ccccc23)CC1	15	0.85	0.92	-2	27	-3	-3	8	5
Cc1ccc([N+](=O)[O-])cc1S(=O)(=O)NCCc1c(C)[nH]c2ccccc12	2	0.98	1.2	-7	-5	-8	0	-22	-1
O=C(CSc1nc(-c2cccs2)cc(C(F)(F)F)n1)NCc1ccccc1	0	1	0.63	4	30	-1	0	37*	-1
COc1ccc2cc(CCNC(=O)CC(C)(C)C)c(=O)[nH]c2c1	4	0.96	0.95	-3	11	-6	3	5	-2
CCOC(=O)c1oc2cc(O)cc(C)c2c(=O)c1-c1cscn1	0	1	0.95	1	2	-1	0	5	0
CCOC(=O)Cc1csc(NC(=O)CCNS(=O)(=O)c2ccc3c(c2)CCC(=O)N3)n1	4	0.96	0.91	-1	16	-6	-2	9	0
C/C=C(\C)C(=O)NCCN1C2=NC[C@@H](C)N2C[C@H]1Cc1ccc(O)cc1	4	0.96	1.1	-1	20	-8	6	-6	0
N#CNC1=NCN(Cc2ccccc2)CN1	2	0.98	1.1	0	1	-7	-3	-9	-1
CC(OC(=O)C1CCN(S(=O)(=O)c2ccccc2)CC1)C(=O)Nc1ncc(Cl)cc1Cl (stereo not given)	-10	1.1	1.1	3	16	3	-3	-6	-1
COc1ccc(N2CCN(S(=O)(=O)c3ccc(-n4cnnn4)c(C)c3)CC2)cc1	2	0.98	0.87	4	14	-2	-1	13	-1
CCCCOC(=O)c1[nH]c2c(c1C)C(=O)CC(c1cc(OC)c(OC)c(OC)c1)C2 (stereo not given)	-8	1.1	0.94	-1	-3	-3	-7	6	-6
O=C(O)c1ccccc1C(c1ccc(O)cc1)c1ccc(O)cc1	0	1	0.96	-6	10	-15	0	4	2
CC1(C)CCCN(Cc2c(O)ccc3c(=O)c(-c4nc5ccccc5s4)c(N)oc23)C1	-4	1	1.2	1	10	1	-7	-23	-26
O=C(O)c1ccc(-c2noc(-c3ccccc3F)n2)cc1	9	0.91	0.98	-3	6	-12	-3	2	4
Cc1[nH]c2ccccc2c1/C=N/NC(=O)Nc1ccccc1	-12	1.1	1.1	-6	14	-3	-2	-6	-8
CCC(CO)Oc1cc(NC(=O)c2ccccc2C)c2ncn(C(C)C)c2c1 (stereo not given)	-8	1.1	0.85	-2	8	-7	1	15	-2
CCCC(=O)N(C)c1nnc(-c2ccc(OC)cc2)s1	4	0.96	0.85	-2	21	-3	-2	15	0
Cc1cc(C)n(-c2nnc(Cl)c3ccccc23)n1	-4	1	1.1	-1	20	-6	0	-10	2
CCOC(=O)N1CCN(C(=O)CCNS(=O)(=O)c2cc(Br)cnc2N)CC1	-2	1	1.1	-2	1	-7	-3	-12	1
COc1cccc(C(=O)N2N=C(c3cccc(OC)c3)CC2(O)C(F)(F)F)c1 (stereo not given)	-1	1	0.88	-1	6	-4	1	12	-4
CC(=O)c1ccc(NC(=O)C(C)NCc2ccccc2Cl)cc1 (stereo not given)	-8	1.1	0.89	1	24	-2	-2	11	0
COc1ccc(-c2nnc(SCC(=O)NCCc3ccccc3)o2)cc1	2	0.98	1	-2	23	-8	2	-4	-1
O=C(Nc1ccc(S(=O)(=O)N2CCCCC2)cc1)c1ccccc1Cl	-1	1	0.86	-2	26	-5	1	14	-1
Cc1cc(NC(=O)CN2CCOCC2)n(-c2nc3ccccc3s2)n1	-13	1.1	1.1	5	22	6	-2	-10	nt
O=c1c2cc(NC(=S)NCc3cccnc3)ccc2nc2n1CCCCC2	-9	1.1	1.1	-4	1	-6	-1	-7	0
CC(=O)c1cccc(NC(=O)CN2CCc3cc4c(cc3C2)OCCCO4)c1	0	1	0.91	-3	3	-12	-2	9	-6
COc1cc2cc(CCOC(=O)CCCC(=O)O)oc(=O)c2cc1OC	-6	1.1	1	-1	7	-7	-2	-4	0
CC1CCN(S(=O)(=O)c2ccc3ncn(CC(=O)N(C)Cc4ccccc4)c(=O)c3c2)CC1	-4	1	0.97	2	12	-1	-1	3	-1
O=C(CCN1C(=O)c2ccccc2C1=O)C1=NN[C@@H]2C(=O)N(c3ccc4c(c3)OCO4)C(=O)[C@H]12	1	0.99	0.99	-3	5	-11	-3	1	0
Nc1nc2nonc2nc1N1CCCCC1	5	0.95	0.94	-2	0	-12	0	6	-20
COc1ccc(S(=O)(=O)NCC2CCC(C(=O)NCc3ccco3)CC2)cc1 (stereo not given)	-4	1	0.89	-5	16	-7	1	11	1
CCOC(=O)C(C(=O)Nc1nccs1)C1CCCCC1 (stereo not given)	-1	1	1.1	-18	25	-9	-2	-8	3
Cc1nc(NC(=O)c2ccco2)sc1-c1csc(Nc2ccc(Cl)cc2Cl)n1	23	0.77	1	3	22	-7	-8	-5	-39
CCN(CC)S(=O)(=O)c1cccc(NC(=O)CN(C)Cc2cccc(OC)c2)c1	-3	1	1	4	0	1	1	0	4
CCn1nc([N+](=O)[O-])c2c(-c3nc4ccccc4o3)c(N)n(CCCOC)c2c1=O	-3	1	1.1	3	0	-2	-3	-10	-2
O=C(CNC(=O)c1ccccc1)NCCc1nc2ccccc2[nH]1	-1	1	1.2	2	7	2	-5	-19	0
CC(=O)c1cc(N2CCC(C(=O)O)CC2)ccc1[N+](=O)[O-]	9	0.91	0.89	0	16	-4	1	12	2
Cc1cccc(N=C2NC(=O)CS2)c1	9	0.91	1	-18	8	-6	8	-4	-1
CCOC(=O)c1c(CN(CC)CC)oc2cc(Br)c(O)cc12	10	0.9	1.1	0	23	0	0	-14	-1
CCCCOC(=O)Nc1nnc(C(C)C)s1	4	0.96	1.1	-3	8	-7	-1	-6	2
O=C(Cn1nnc(-c2ccccc2F)n1)N1CCCCC1	-4	1	0.98	-5	10	0	0	2	-1
COc1ccc(CCNc2ccncn2)cc1OC	2	0.98	1.2	-4	-9	-6	0	-18	1
Cc1oc(-c2ccccc2)cc1C(=O)Nc1ccccc1	-13	1.1	0.82	-2	17	-4	-3	18	2
CCOC(=O)c1ccc(NS(=O)(=O)c2ccc3[nH]c(=O)[nH]c3c2)cc1	35	0.65	1	1	9	32	-3	-3	4
CC(OC(=O)Cc1c[nH]c2ccccc12)C(=O)Nc1ccc(S(N)(=O)=O)cc1 (stereo not given)	6	0.94	0.94	-2	17	-9	1	6	3
CCn1c(SCC(=O)Nc2nncs2)nnc1C(C)NC(=O)c1ccccc1Br (stereo not given)	-16	1.2	0.93	5	6	4	0	7	3
CC(OC(=O)c1cccc(S(=O)(=O)Nc2cccc(C(F)(F)F)c2)c1)C(=O)Nc1ccc2c(c1)OCCO2 (stereo not given)	-1	1	1	1	7	-2	0	-2	2
CC1Sc2ccc(S(=O)(=O)CCC(=O)NCc3cccs3)cc2NC1=O (stereo not given)	8	0.92	1	1	20	-3	-3	0	-1
COc1cccc(/C=C/C(=O)OCC(=O)NCCNC(=O)COC(=O)/C=C/c2cccc(OC)c2)c1	17	0.83	0.92	1	23	2	-2	8	0
CCOC(=O)N1CCN(C(=O)c2ccc(NS(=O)(=O)c3ccc(F)cc3)cc2)CC1	6	0.94	1	-3	-10	-5	-3	0	2
CCCc1ccc(Oc2coc3cc(OCC(=O)Nc4ccccc4C)ccc3c2=O)cc1	-2	1	0.95	14	5	-8	0	5	0
Cc1ccc(-c2nc(CSCC(=O)N3CCN(c4ccccn4)CC3)c(C)o2)cc1	0	1	1.1	-5	4	-10	-6	-9	1
C(=C\c1ccco1)/c1ccc2ccccc2n1	13	0.87	0.94	30	19	18	-4	6	-33

Carrying on:
SMILES	mIAP block	mIAP act	hIAP act	A3A deaminase	NALP3 yeast inh	A3G deaminase	beta cell repl	hIAP block	SENP1 FRET inh
COc1cccc(C(=O)N2CCN(Cc3nc(CC4CC4)no3)CC2)c1	-3	1	1	-1	-11	-5	-2	-2	2
Cc1sc2ncnc(OCC(=O)N3CC(=O)Nc4ccccc43)c2c1C	1	0.99	1.1	1	10	-5	-2	-12	-3
C=CCNc1nc(Cl)nc(Nc2ccc(OC)cc2)n1	6	0.94	0.93	-2	33	-3	-1	7	2
COc1ccc(N2C(=O)CC(NCCNc3ccc([N+](=O)[O-])cn3)C2=O)cc1 (stereo not given)	3	0.97	1.1	2	-2	-2	0	-5	1
O=S(=O)(c1ccccc1)N(CC(O)CN1CCCCC1)c1ccccc1 (stereo not given)	2	0.98	0.99	2	0	1	-1	1	1
Cn1c2ccccc2c(=O)c2c(=O)n(C3CCCCC3)c(-c3cccs3)nc21	15	0.85	0.93	-2	58*	-3	-6	7	-9
O=C(O)C(c1ccccc1)N1CCCC1 (stereo not given)	9	0.91	0.93	-3	4	-1	4	7	-1
Clc1ccc2oc(-c3cccnc3NCc3ccccc3)nc2c1	-33	1.3	1.1	3	16	-1	2	-6	-24
CCOC(=O)C1=C(C)OC2(O)c3ccccc3C(=O)C12O (stereo not given)	0	1	0.99	-4	2	-14	-1	0	4
CC1CCN(CCNC(=O)CCS(=O)(=O)c2ccc(Br)cc2)CC1	4	0.96	0.97	1	12	0	0	3	-1
CSc1ccc(CNC(=O)C2Cc3cc(S(=O)(=O)N4CCCCC4)ccc3N2C(C)=O)cc1 (stereo not given)	-12	1.1	1.4	-2	17	-2	-2	-36	1
O=C(C1CCCN(S(=O)(=O)c2cccc3nonc23)C1)N1CCN(c2cccc(Cl)c2)CC1 (stereo not given)	12	0.88	1	-2	9	-5	-4	-3	3

Only part of the results is shown; rates above refer to the full screens.
